FBW7 activator: activators of human E3 ligase FBW7 | AlphaScreen FBW7–phospho-cyclin E peptide binding, activator screen | normalized activity (activation), % at 26.1 µM | actives 0.13% (n = 650,000) | Q969H0; in the data active = normalized activity above about 1.9%;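 note: purified mutant Fbw7 with reduced substrate affinity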
Target sequence (Q969H0 whole entry, looked up): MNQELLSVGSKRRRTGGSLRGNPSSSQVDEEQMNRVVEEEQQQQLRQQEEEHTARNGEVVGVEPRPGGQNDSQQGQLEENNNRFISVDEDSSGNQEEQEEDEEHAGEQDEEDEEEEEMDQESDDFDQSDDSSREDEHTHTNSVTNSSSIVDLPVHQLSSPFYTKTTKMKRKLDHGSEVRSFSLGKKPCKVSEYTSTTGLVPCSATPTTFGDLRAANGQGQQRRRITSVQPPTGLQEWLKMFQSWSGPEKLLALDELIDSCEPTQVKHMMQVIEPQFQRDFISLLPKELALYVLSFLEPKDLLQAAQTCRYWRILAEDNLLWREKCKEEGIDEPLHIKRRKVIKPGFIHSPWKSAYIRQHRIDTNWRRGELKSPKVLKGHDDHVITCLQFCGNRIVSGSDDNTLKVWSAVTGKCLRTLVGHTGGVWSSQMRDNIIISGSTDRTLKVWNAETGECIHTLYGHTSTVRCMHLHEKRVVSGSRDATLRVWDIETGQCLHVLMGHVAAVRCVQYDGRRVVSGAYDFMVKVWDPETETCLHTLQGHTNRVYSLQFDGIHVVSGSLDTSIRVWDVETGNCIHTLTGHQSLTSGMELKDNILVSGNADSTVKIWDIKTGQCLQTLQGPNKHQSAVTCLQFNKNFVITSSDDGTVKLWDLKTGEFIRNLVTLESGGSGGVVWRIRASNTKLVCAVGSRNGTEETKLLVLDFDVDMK
GPR151 ag: human GPR151 activation. Q8TDV0. PathHunter beta-arrestin GPR151 cells, luminescence. activation, % at 11.2 µM. actives 1% (n = 650,000). AID 1508602; in the data active = activation above about 4.9%;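 note: 0% = median of compound wells and 100% = cells with positive control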
MITF primary: human MITF inhibition, primary screen; O75030; AlphaScreen MITF homodimerization, bead proximity signal; inhibition, % at 2.6 µM; actives 0.91% (n = 650,000); AID 1259374; in the data active = inhibition above about 50%;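 note: 0% = vehicle wells with protein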
TEAD-YAP block: TEAD-YAP interaction inhibition | actives 1.4% (n = 640,000) | inhibition, % at 9.12 µM | HEK-TIYL cells, TEAD-Gal4/YAP UAS-luciferase luminescence; in the data active = inhibition above about 32%;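 note: 0% = median of test compound wells and 100% = reference inhibitor wells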
Active calls of the source: *; & = joins results of further samples.

Compound,FBW7 activator,GPR151 ag,MITF primary,TEAD-YAP block
O=C1N[C@H](CO)C(=O)N2CCN(C(=O)Oc3ccccc3)C[C@H]12,-0.1,0.4,8,4
COc1ccc(-n2c(C)c([N+](=O)[O-])c3ccc(OC(C)=O)cc32)cc1,-0.1,2.3,11,-2
CCOC(=O)C1=C(C)N=c2s/c(=C\c3cc(C)n(-c4ccc(C)cc4)c3C)c(=O)n2C1c1ccc(OC)c(OC)c1 (stereo not given),-0.1,-0.5,2,0
COC(=O)C1=CN(Cc2ccc(OC)cc2)C=C(C(=O)OC)C1c1cccc(Br)c1,0.2,2.1,-10,-11
C/C(CC(=O)N1CCCCC1)=N\NC(=O)COc1ccc(C)cc1Br,0.1,-0.7,10,0
N#CC1=C(N)C(C#N)(C#N)[C@@H](c2cccs2)[C@@H]2CCCC=C12,0.1,-0.1,-1,6
CCOC(=O)c1cnc2c(C)cc(Cl)cc2c1Nc1cccc(O)c1,0.1,1.3,-3,-2
CC1CCN(S(=O)(=O)c2ccc(Cl)c3ccccc23)CC1,0.1,0.5,-13,10
O=C(CN1CCCC1)Nc1ccc(NC(=O)Nc2ccccc2Cl)cc1,-0.1,0.0,3,-19
CNS(=O)(=O)c1cccc(C(=O)OCc2ccc(Br)cc2)c1,-0.1,0.3,5,-1
Fc1ccc2nc(N3CCOCC3)sc2c1,0.2,-1.9,-11,-60
CCCC(=O)Nc1nnc(SCC(=O)Nc2nnc(C)s2)s1,0.0,1.7,12,5
CS(=O)(=O)N(CC(=O)N1CCCCC1)c1ccc(Cl)c(Cl)c1,-0.2,1.3,4,2
COc1ccccc1CCNC(=O)CC1CSc2nc(C)cc(=O)n21 (stereo not given),-0.1,2.4,3,3
CCCc1c(C)c2c(OCC)cc(OCC)cc2oc1=O,0.0,4.4,4,8
CCOC(=O)N1CCN(C(=O)CSc2nc3c(c(=O)n2-c2ccc(F)cc2)SCC3)CC1,-0.1,0.4,-3,20
COc1ccc(CCNC(=O)CCCn2c(SCC(=O)NCCc3ccccc3)nc3ccccc3c2=O)cc1OC,-0.1,-1.6,-10,5
CCOc1ccc(C(C)(CC(=O)O)C(=O)O)cc1 (stereo not given),0.1,-1.5,4,16
CC(=O)c1ccc(N2CCN(c3ccc(S(=O)(=O)N4CCN(C)CC4)cn3)CC2)cc1,0.1,-0.6,2,-8
O=C(CSc1cccc[n+]1[O-])N1CCOCC1,0.7,0.8,17,3
COc1cccc(C2=CC(c3cc(Br)ccc3F)n3nnnc3N2)c1 (stereo not given),-0.1,1.5,4,46*
CCO/C=N/C1=C(C#N)C(c2ccc(Cl)cc2)C2=C(CC(C)(C)CC2=O)O1 (stereo not given),-0.9,-1.9,33,7
CCCCNC(=O)COC(=O)c1ccc2c(c1)S(=O)(=O)c1ccccc1C2=O,-0.1,0.3,7,6
COc1ccc(OC(C)C(=O)Nc2ncn[nH]2)cc1 (stereo not given),-1.2,-1.4,10,3
O=S(=O)(Nc1cccc(N2CCC(NCCn3ccnc3)CC2)c1)c1ccc(F)cc1,-0.5,-0.5,-2,6

For reference, part of the list above.
Compound,FBW7 activator,GPR151 ag,MITF primary,TEAD-YAP block
CS(=O)(=O)N(CC(=O)N1CCCCC1)c1ccc(Cl)c(Cl)c1,-0.2,1.3,4,2
COc1ccccc1CCNC(=O)CC1CSc2nc(C)cc(=O)n21 (stereo not given),-0.1,2.4,3,3
CCCc1c(C)c2c(OCC)cc(OCC)cc2oc1=O,0.0,4.4,4,8
CCOC(=O)N1CCN(C(=O)CSc2nc3c(c(=O)n2-c2ccc(F)cc2)SCC3)CC1,-0.1,0.4,-3,20
COc1ccc(CCNC(=O)CCCn2c(SCC(=O)NCCc3ccccc3)nc3ccccc3c2=O)cc1OC,-0.1,-1.6,-10,5
CCOc1ccc(C(C)(CC(=O)O)C(=O)O)cc1 (stereo not given),0.1,-1.5,4,16
CC(=O)c1ccc(N2CCN(c3ccc(S(=O)(=O)N4CCN(C)CC4)cn3)CC2)cc1,0.1,-0.6,2,-8
O=C(CSc1cccc[n+]1[O-])N1CCOCC1,0.7,0.8,17,3
COc1cccc(C2=CC(c3cc(Br)ccc3F)n3nnnc3N2)c1 (stereo not given),-0.1,1.5,4,46*
CCO/C=N/C1=C(C#N)C(c2ccc(Cl)cc2)C2=C(CC(C)(C)CC2=O)O1 (stereo not given),-0.9,-1.9,33,7
CCCCNC(=O)COC(=O)c1ccc2c(c1)S(=O)(=O)c1ccccc1C2=O,-0.1,0.3,7,6
COc1ccc(OC(C)C(=O)Nc2ncn[nH]2)cc1 (stereo not given),-1.2,-1.4,10,3
O=S(=O)(Nc1cccc(N2CCC(NCCn3ccnc3)CC2)c1)c1ccc(F)cc1,-0.5,-0.5,-2,6

Other structures
Compound,FBW7 activator,GPR151 ag,MITF primary,TEAD-YAP block
CCN(CC)c1ncnc2sc(C(=O)Nc3ccc(F)cc3Cl)c(C)c12,-0.1,0.0,0,5
Cc1ccc2occ(C3Nc4ccccc4NC4=C3C(=O)CC(c3ccccc3)C4)c(=O)c2c1 (stereo not given),0.2,-1.0,-8,-13
NC(=O)C1CCN(CCC(=O)Nc2ccccc2F)CC1,-0.1,-0.9,-1,-3
COc1ccc(CCC(=O)N2CCC3(CC2)CC3C(=O)Nc2ccccc2)cc1OC (stereo not given),-0.1,1.4,-7,-6
COc1cc(Nc2nc(NCc3cccnc3)nc3c2ncn3CCN2CCCC2=O)cc(OC)c1OC,0.0,5.0*,-4,-4
CCOC(=O)C1(Cc2ccccc2)CCN(Cc2ccc(COC)o2)CC1,-0.1,0.2,-6,0
CCN(CC)S(=O)(=O)c1ccc(NC(=O)COc2ccccc2)cc1,-0.2,1.4,3,6
COc1cc(/C=C/c2nc(O)c([N+](=O)[O-])c(=O)[nH]2)ccc1OCC(=O)N1CCOCC1,-0.2,-0.3,18,-5
Cc1ccc(-n2nc3c(c2NC(=O)COc2ccc(Cl)cc2)CS(=O)(=O)C3)c(C)c1,0.7,-0.3,8,-6
CCOC(=O)c1c(NC(=O)COC(=O)c2cc(C)nc3ccccc23)sc2c1CCC2,-0.1,2.2,2,9
CCCCCc1nc(N)c(C#N)c(-c2ccc(OC)cc2)c1CCCC,-0.1,-0.3,-5,-16
COc1cc(OC)nc(CN2CCN(CC3=NS(=O)(=O)c4cc(C)ccc4N3)CC2)n1,-0.1,-2.0,11,1
CCC(CC)C(=O)Nc1nc(-c2ccccc2)cs1,0.0,-0.4,2,-2
Cc1cc(NC(=S)N(CCCN2CCN(C)CC2)Cc2ccco2)ccc1Cl,-0.1,0.7,16,-5
N#Cc1c(NC(=O)c2cccc(N3C(=O)CCC3=O)c2)sc2c1CCCCC2,0.0,2.8,3,2
Cc1nn(C)c(Cl)c1CN1CCC(CO)(CC2CCCCO2)CC1 (stereo not given),0.1,-0.4,15,8
O=C(CSc1ccc(-c2ccncc2)nn1)Nc1ccc(F)cc1,-0.1,0.9,3,-15
COc1ccccc1-n1c(C)cn2c3c(=O)n(CCC(C)C)c(=O)n(C)c3nc12,0.1,-0.4,13,9
CCOC(=O)C1CCCN(C2CCN(C)CC2)C1 (stereo not given),1.2,0.0,28,-3
CCOC(=O)N1CCN(Cc2c(C(=O)N3CCOCC3)nc3ccccn23)CC1,0.0,0.8,-5,0
Cc1nc(N2CCNCC2)c2c3c(sc2n1)CCCC3,-0.1,-0.3,45,6
Cc1cc(Cl)ccc1N(CC(=O)N1CCc2ccccc2C1)S(C)(=O)=O,-0.1,0.3,4,-4
Cc1cc(NC(=O)c2ccccc2Cl)n(-c2nc3ccccc3[nH]2)n1,-0.1,0.0,3,1
CCOC(=O)c1ccc(N2C(=O)CC(N3CCC(C(N)=O)CC3)C2=O)cc1 (stereo not given),0.0,-0.3,-24,-2
O=C(CSc1nc2[nH]ncc2c(=O)n1-c1ccc(Br)cc1)c1ccc(Br)cc1,-0.1,0.8,-2,7

A different layout for part of the listing above.
SMILES: COc1ccccc1-n1c(C)cn2c3c(=O)n(CCC(C)C)c(=O)n(C)c3nc12
  FBW7 activator: 0.1	GPR151 ag: -0.4	MITF primary: 13	TEAD-YAP block: 9

SMILES: COc1cccc(C2=CC(c3cc(Br)ccc3F)n3nnnc3N2)c1 (stereo not given)
  FBW7 activator: -0.1	GPR151 ag: 1.5	MITF primary: 4	TEAD-YAP block: 46*

The list goes on.
Compound,FBW7 activator,GPR151 ag,MITF primary,TEAD-YAP block
Cc1cc(F)ccc1S(=O)(=O)Nc1cc2c(C(=O)O)c(C)oc2c2ccccc12,-0.2,6.4*,1,3
COCCn1c(C)cc(O)c(C(c2ccncc2)N2CCN(C)CC2)c1=O (stereo not given),0.2,0.8,7,-1
Cc1ccc(-c2csc(CC(N)=O)n2)cc1,-0.2,-1.1,-2,-35
Cc1nnc2n1CCN(Cc1ccc3c(c1)CCO3)CC2,0.0,0.1,-7,-4
O=C(C1CCCN(Cc2cccc(Cl)c2)C1)N1CCCCC1 (stereo not given),0.0,0.8,44,-3
COc1ccc(CC(=O)Nc2cccc(-c3ccc4nncn4n3)c2)cc1,0.3,3.0,-6,-10
CCN1C/C(=N/S(=O)(=O)/N=C2\CN(CC)C(=O)N2CC)N(CC)C1=O,0.1,0.1,-4,-3
Cc1cc(C(=O)N2CCC(C3(CCc4ccccc4)NC(=O)NC3=O)CC2)c(C)o1 (stereo not given),-0.1,3.8,2,-7
COc1cccc(CC2(CO)CCCN(C(=O)CN3C(=O)c4ccccc4C3=O)C2)c1 (stereo not given),0.0,0.8,-10,-3
CCCCC(=O)NC(c1ccc(OC)cc1)c1cc([N+](=O)[O-])c2cccnc2c1O (stereo not given),-0.2,0.7,19,8
CCN(CC)c1nc(NCc2ccccc2)nc(Nc2cnccn2)n1,0.0,-2.3,-4,-14
Cc1cc(C)nc(Sc2ccc(NC(=O)CCl)cc2)n1,0.0,-0.4,24,11
O=C(c1sc2cc([N+](=O)[O-])ccc2c1Cl)N1CCCCC1,-0.1,-0.2,4,9
COc1ccc(NC(=O)C2C3C=CC4(O3)C2C(=O)N(C2CCCCCCC2)C4C(=O)NC2CCCCC2)cc1 (stereo not given),0.0,-0.4,13,5
CC(Sc1nc2ncnc(N)c2[nH]1)C(=O)Nc1ccc(F)cc1 (stereo not given),0.1,0.2,-5,-20
CN(C)C(CNC(=O)NC1CCCCC1)c1ccccc1Cl (stereo not given),-0.1,0.0,11,2
C/C(O)=C1/C(=O)NC2(C)CC1c1cc([N+](=O)[O-])ccc1O2 (stereo not given),0.4,1.2,-3,-7
Cc1ccc(S(=O)(=O)N(CC(=O)NC2CC2)Cc2ccccc2F)cc1,0.3,-1.4,-5,5
COC(=O)c1ccc(NS(=O)(=O)c2ccc(NC(N)=O)cc2)cc1,0.2,-1.1,19,8
O=C(NC(NCCOC12CC3CC(CC(C3)C1)C2)(C(F)(F)F)C(F)(F)F)c1ccc(F)cc1,0.1,-1.8,-7,-8
COC(=O)C1=C(C)NC(=O)/C1=C\c1cc(C)n(-c2ccccc2C(F)(F)F)c1C,-0.1,2.6,-7,-4
Cn1c(=O)c2c(nc(N3CCOCC3)n2CCCNC2=NCCCCC2)n(C)c1=O,0.0,-0.3,1,4
Cc1nnc(NC(=O)C(C)(C)C)s1,0.2,-0.6,-4,-8
O=C(CC1(O)C(=O)N(Cc2ccccc2)c2ccc(Br)cc21)c1ccco1 (stereo not given),-0.1,0.5,4,13
CCOC(=O)C(C)(C)NS(=O)(=O)c1ccc(Cl)c([N+](=O)[O-])c1,-0.1,-0.2,-1,15

(next part)
Compound,FBW7 activator,GPR151 ag,MITF primary,TEAD-YAP block
O=C(CN1C(=O)c2ccccc2S1(=O)=O)Nc1ccc(Cl)cc1[N+](=O)[O-],0.2,1.2,24,-3
O=C(CN(c1ccc(F)cc1)S(=O)(=O)c1cccnc1)NCCc1ccccc1,0.6,-0.1,10,15
COc1ccc2c(c1)c(=O)c(S(=O)(=O)c1ccccc1)cn2Cc1ccccc1,0.0,-0.8,-7,6
COCCCNC(=S)NNC(=O)C1CC1c1ccc(C(C)(C)C)cc1 (stereo not given),-0.1,-0.8,-3,-1
O=C(NCCN1CCOCC1)c1cccc(-n2ncc3ccc(Nc4ccccc4)cc32)c1,0.0&-0.1,-0.2&0.9,-10&4,5&1
COc1ccc(-c2nc3cc(NC(=O)c4cc5ccccc5cc4OC)ccc3o2)cc1,0.3,-1.2,7,-14
CCCc1nc2ccccc2c(C(=O)OC2CCOC2=O)c1CC (stereo not given),0.1,1.8,10,6
O=C(CCN1Cc2ccccc2OC(c2ccccc2)C1)N1CCCC1c1n[nH]c(=O)[nH]1 (stereo not given),0.2,0.0,-12,1
CC(C)Oc1ccc(C(=O)NC(=S)N2CCOCC2)cc1,0.0,13*,2,-17
CONC(=O)c1cnc2sc(C)c(C)n2c1=O,0.1,0.3,8,6
CCOC(CNC(=O)c1c[nH]c2ccc(S(=O)(=O)N(C)c3ccc(Br)cc3)cc2c1=O)OCC,0.1,0.2,20,7
Cc1ccc2cc(CN(C(=O)N3CCOCC3)C3CCCCC3)c3nnnn3c2c1,-0.1,-0.8,7,-8
Brc1ccc(Nc2nc3ccccc3nc2Nc2ccc(Br)cc2)cc1,0.1,0.2,-6,12
CC(=O)Oc1cc2c3c(c(=O)oc2cc1C)CCCC3,0.1,-0.2,11,15
CCOc1ccc(CN2CCN(Cc3cc4c(cc3Cl)OCO4)CC2CCO)cc1 (stereo not given),0.1,1.6,12,-1
O=C1CCC(C(=O)Nc2cccc(Br)c2)N1 (stereo not given),1.0,-0.7,16,-7
CCC(=O)Nc1ccc(Oc2ccc(NC(=O)CC)c(NC(=O)CC)c2)cc1,0.1,0.3,6,8

Screening data as filed in PubChem.
